Source: PubChem
SRC2 inh: human SRC2 (NCOA2) inhibition. Q15596. HEK293 GAL4-SRC2 luciferase reporter, luminescence. inhibition, % at 9 µM. hit rate 0.17% among 370,000. AID 651957;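 active means inhibition above the mean inhibition of all tested compounds plus 3 SD, set per campaign, cut at about 52% in these data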;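 further: 0% = DMSO treated cells and 100% = cells given Gossypol at 36 µM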
NCOA3 inh: human NCOA3 inhibition. AID 588352. inhibition, % at 3.6 µM. hit rate 0.17% among 360,000. HEK293 GAL4-SRC3 luciferase reporter, luminescence. Q9Y6Q9;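 active means inhibition above a per-campaign cutoff, the mean of all compounds plus 3 SD, cut at about 60% in these data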;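 further: 0% = DMSO-treated cells and 100% = gossypol-treated cells at 36 µM; higher means less SRC3-driven luciferase light from the GAL4 reporter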
NOD2 RIPK2 PPI: blocks binding of human NOD2 to RIPK2; CHO BLA complementation NOD2-RIPK2, CCF4 ratio; O43353; hit rate 0.38% among 360,000; inhibition, % at 4.98 µM; AID 624267; in the data active means inhibition above about 21%;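 further: 0% = vehicle only and 100% = reference blocker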
Granule exo inh: lytic granule exocytosis inhibition | TALL-104 LAMP-1 surface exposure, flow cytometry; cells stimulated with thapsigargin and PMA | inhibition, % at 10 µM | hit rate 0.66% among 360,000 | AID 651702;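 active means inhibition above about 55%, limit read from the data; inconclusive means no clear call, values can overlap the other calls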
TLR9-MyD88 inh: TLR9-MyD88 interaction inhibition; Q9NR96+Q99836; CHO BLA complementation TLR9-MyD88, CCF4 FRET ratio; inhibition, % at 4.98 µM; hit rate 0.21% among 340,000;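 active means inhibition above the mean over all tested compounds plus 3 SD, cut at about 21% in these data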;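 further: 0% = DMSO only wells and 100% = clavulanate BLA inhibitor control wells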
LRH-1 inv ag: NR5A2 inverse agonism in reporter assay; HEK293T StAR-luciferase reporter, LRH-1 transfected, 24 h; inhibition, % at 3.6 µM; hit rate 0.13% among 360,000;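 active means inhibition above the mean inhibition of all tested compounds plus 3 SD, cut at about 73% in these data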;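 further: 0% = DMSO wells and 100% = reporter-only cells lacking LRH-1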
TWEAK Fn14 block: TWEAK-Fn14 signaling inhibition. TWEAK-stimulated Fn14 reporter cells, luciferase luminescence, 8 h. inhibition, % at 10 µM. hit rate 2% among 360,000. AID 1159606; in the data active means inhibition above about 50%
TROY NFkB inh: blocks TROY-dependent signaling in reporter cells; Q293 LMP1-TROYcd NF-kB luciferase reporter, 4 h; inhibition, % at 10 µM; hit rate 0.98% among 360,000;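 active means compounds whose plate-normalised and pattern-corrected inhibition of the luciferase reporter signal at the single screening dose is 50% or more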
SRC1 inh: inhibitors of human steroid receptor coactivator 1 (SRC1); hit rate 0.12% among 360,000; Q15788; inhibition, % at 3.6 µM; HEK293 GAL4-SRC1 luciferase reporter, luminescence;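 active means inhibition above the campaign mean plus 3 SD, with each screening campaign given its own cutoff, cut at about 60% in these data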;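 further: 0% = DMSO treated cells and 100% = gossypol at 36 µM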
COUP-TFII inh: NR2F2 (human) inhibition, primary screen; P24468; HEK293T NGFI-A luciferase reporter, luminescence; inhibition, % at 8.6 µM; hit rate 0.7% among 370,000; AID 686940;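 active means inhibition above a per-plate cutoff, mean inhibition of test wells between control levels plus 3 SD, cut at about 38% in these data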;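 further: cells cotransfected with COUP-TFII expression vector driving the NGFI-A reporter; 0% = median of COUP-TF2 test wells and 100% = reporter-only cells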
ABHD5-PLIN5 inh: blocks binding of human ABHD5 to perilipin-5; Q00G26+Q8WTS1; Split G. princeps luciferase complementation, luminescence, 4 h; inhibition, % at 4 µM; hit rate 0.78% among 360,000; AID 602281;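 active means inhibition above the mean inhibition across every tested compound plus 3 SD, cut at about 22% in these data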;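 further: 0% = DMSO only wells and the 100% control is not disclosed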
The depositor's hits bear a star; ? = inconclusive; . = no result given. This is a subset; the hit share may differ from the screen's.

compound	SRC2 inh	NCOA3 inh	NOD2 RIPK2 PPI	Granule exo inh	TLR9-MyD88 inh	LRH-1 inv ag	TWEAK Fn14 block	TROY NFkB inh	SRC1 inh	COUP-TFII inh	ABHD5-PLIN5 inh
O=C(COC(=O)c1ccc(O)cc1O)Nc1ncc(Cl)cc1Cl	17	-15	-13	-2	2	-15	5	6	7	-4	-6
CC(=O)N1c2ccc(S(=O)(=O)N3CCC(C(=O)N4CCN(c5ccccc5F)CC4)CC3)cc2CC1C (stereo not given)	-17	-16	-1	3	1	-6	-25	4	-2	-14	1
O=C(c1ccc(F)c(S(=O)(=O)N2CCOCC2)c1)N1CCc2ccccc21	12	-15	-2	-5	7	-5	5	5	-3	4	6
Cc1ccc([N+](=O)[O-])cc1NC(=O)CSc1nncc2ccccc12	15	9	10	5	-4	-11	9	22	16	29	4
CCN1C(=O)[C@H]2[C@H]3CN=C(SCc4ccc(C(=O)OC)cc4)N3[C@@](C)(C(=O)OC)[C@H]2C1=O	-35	1	-5	-1	-1	-7	-10	-8	1	4	0
COC(=O)c1c(NC(=O)C2CC2)sc2c1CCCC2	-28	-2	1	6	7	13	6	11	10	14	5
Cc1nn(C)c(Oc2ccc(Cl)cc2)c1C=O	-2	8	6	0	9	20	12	8	0	6	2
Cc1ccc(NC(=O)CCC(=O)c2cccs2)c(O)c1	-61	-15	6	-6	-4	-28	-20	-45	-45	-10	-1
Cc1cccc(OCCCC(=O)Nc2ccc(S(N)(=O)=O)cc2)c1C	-4	21	-8	-2	-4	6	-6	3	13	-10	1
Cc1[nH]c2ccccc2c1/C=N/NC(=O)c1cccc([N+](=O)[O-])c1	-4	11	-5	0	.	3	0	-24	-18	-13	6
Cc1onc(-c2ccccc2)c1C(=O)/C=C/N(C)C	-2	18	16	-6	1	5	-2	-2	10	14	1
COc1cccc(C(=O)COc2ccc3c(C)c(Cc4ccccc4)c(=O)oc3c2)c1	6	-2	-8	-2	4	31	16	23	-30	-2	-3
CCOc1ccc(-n2c(=O)c3sccc3n(CC(=O)Nc3cccc(OC)c3)c2=O)cc1	3	11	-9	-2	-10	-12	-10	3	10	3	1
Cc1nnc(Nc2ccc(C(=O)O)cc2)[nH]c1=O	10	5	-15	0	15	1	-4	-21	-4	4	2
CCc1nc2c(OCc3ccccc3)cccn2c1N(C)C(=O)c1ccc(OC)cc1	-6	4	-16	-3	.	5	10	1	10	-1	2
O=C(N/N=C/c1ccco1)c1cc(-c2ccc(Cl)cc2)n[nH]1	-17	9	2	2	15	-10	-10	-20	-25	2	2
CCOC(=O)C1=C(C)NC(C)=C(C(=O)OCC)C1C(=O)OCC(=O)N1CCc2ccccc2C1	-2	-25	2	-2	4	-4	-11	6	-16	0	5
O=C1c2ccccc2-c2cccc(C(=O)N3CCCCCC3)c21	6	7	-8	-4	3	4	3	-25	15	5	15
O=C(NCC1CCCN1S(=O)(=O)c1cccs1)C(=O)Nc1cccc(F)c1 (stereo not given)	-16	-3	-4	-7	-6	-11	-4	-32	-16	3	6
Cc1ccc2c(c1)N(CC(=O)Nc1ccccc1F)C(=O)C(C)O2 (stereo not given)	-8	2	-8	-5	-21	-3	14	5	-21	-13	-5
COc1ccc(C2c3cc(OC)c(OC)cc3CCN2C(=O)c2ccccc2Br)cc1OC (stereo not given)	-6	7	-7	-4	-9	-6	-40	-23	2	-16	3
CCCCc1cc(=O)oc2cc(C)cc(OCC(=O)NCC3CCC(C(=O)O)CC3)c12 (stereo not given)	-8	17	-4	3	-5	2	-5	-1	-23	13	1
CCOc1ccc(NC(=O)CN2C(=O)NC3(CCCCCC3)C2=O)cc1	-27	-4	0	-3	-4	-1	-5	-6	-3	-10	-3
Nc1nnc(-c2cccc(Cl)c2Cl)c(N)n1	5	3	2	-5	-6	20	-12	1	-13	10	-4
C/C=C/C=C/C(=O)Nc1nccs1	-23	-5	-13	4	-3	-42	9	-22	-16	-11	0
CC(C)(C)CC(C)(C)SSc1n[nH]c(=S)s1	-19	-13	-10	-3	3	9	-13	17	10	-2	-11
CN(C)CCNC(=S)Nc1ccc(Cl)cc1Cl	8	-7	3	-1	2	-6	-20	8	-36	-14	2
CC(=O)Nc1ccc(S(=O)(=O)N2CCN(S(=O)(=O)N3CCOCC3)CC2)cc1	-3	3	-11	-9	8	-10	2	-2	-15	8	0
CC(Sc1nnc(CN2CCCC2)n1Cc1ccccc1)C(=O)Nc1ccc(F)cc1Cl (stereo not given)	0	12	-3	-4	0	-1	-18	7	0	4	-7
CC(/C=N\NC(=O)c1ccc2c(c1)OCO2)c1ccccc1 (stereo not given)	-72	-12	-2	3	0	-63	1	-68	-49	-12	0
COc1ccc(C(CNC(=O)Cc2ccccc2)N2CCCCC2)cc1 (stereo not given)	-18	-16	-8	9	-6	-1	42	-9	-14	-20	-5
COc1ccc(C(CNC(=O)c2cccc(NC(=O)c3cccs3)c2)N2CCCC2)cc1 (stereo not given)	-41	11	-4	-4	0	-45	2	-9	-18	-10	0
CCOC(=O)C(=O)C1=C(N2CCOCC2)/C(=C\c2ccc(F)cc2)CC1	-2	-48	9	-4	-3	-14	-3	5	-57	11	8
Cc1cc(O)c(C2=Nc3ccccc3SC(c3ccc(Cl)cc3)C2)c(=O)o1 (stereo not given)	-7	17	-2	5	5	-10	77*	75*	0	-4	-10
CCn1cc(C(=O)NCCCN2CC(C)CC(C)C2)c2cc(OC)c(OC)cc2c1=O (stereo not given)	3	-4	8	4	-6	8	2	1	2	14	0
CCC(C)(C)c1nnc(NC(=O)C2CC(=O)N(CCc3ccc(F)cc3)C2)s1 (stereo not given)	7	-14	4	?	2	2	22	8	-16	1	2
CCc1nnc(NC(=O)NCN2C(=O)C3C4C=CC(C4)C3C2=O)s1 (stereo not given)	-7	8	1	0	-12	9	11	34	-15	-8	-3
CC(C)c1ccc(S(=O)(=O)N2CCN(C(=O)C3CC3C)CC2)cc1 (stereo not given)	-20	18	0	-2	-4	2	11	-2	-7	12	-3
CCOC(=O)/C(=C\c1cn(C)c2ccccc12)[N+](=O)[O-]	9	-13	-3	18	3	-10	14	-23	-8	-15	-1
Cc1ccccc1NS(=O)(=O)c1ccc2[nH]c(=O)[nH]c2c1	6	1	-12	2	.	7	12	10	-8	6	-7
COc1ccc(S(=O)(=O)Nc2cccnc2)cc1	-2	8	-5	-1	0	13	-1	2	23	3	3
Cc1cc(-c2cc(C(=O)Nc3ccccc3)on2)nc(NCC2CC2)n1	-14	-17	3	-4	8	-5	-25	1	-9	5	1
CC(C)(O)/C=C/C(=O)[C@](C)(O)C1[C@H](O)C[C@@]2(C)C3CC=C4C(C=C(O[C@@H]5O[C@H](CO)[C@@H](O)[C@H](O)[C@H]5O)C(=O)C4(C)C)[C@]3(C)C(=O)C[C@]12C (stereo not given in full)	6	-33	-12	2	-2	-8	0	-19	-2	-19	3
COc1ccc(OS(=O)(=O)Cc2ccccc2)cc1	-34	-5	-4	-3	15	-20	2	-25	-47	-24	2
COC(C/C=C/[C@H](O)[C@H](C)OCc1ccccc1)OC	-8	-7	-2	4	3	-1	5	-2	-17	-5	-3
Cc1ccc(/C=N/NC(=O)c2nnn(-c3nonc3N)c2CN(C)C)s1	-3	-4	-3	-9	9	2	-3	-10	-17	0	0
O=C(Nc1ccc2c(c1)OCCO2)C1CCCN1S(=O)(=O)c1cccc2cccnc12 (stereo not given)	-10	-6	-5	2	1	8	-6	12	-27	-10	-6
CCN(C(=S)Nc1ccccc1F)C1CCCCC1	-8	-10	1	0	-10	-35	-8	8	3	-2	-7
CN(C)C(=O)c1ccc(NC(=O)c2cccc(S(=O)(=O)N3CCCCCC3)c2)cc1	-13	-13	4	-1	3	-22	-9	6	-5	6	-5
CC(C)[C@H](NC(=O)c1ccc(C(C)(C)C)cc1)C(=O)N1CCN(Cc2ccc3c(c2)OCO3)CC1	-2	-27	1	-3	0	13	17	24	-2	25	0
Cn1c(=O)cc(N2CCCCC2)[nH]c1=O	-17	11	3	4	3	16	15	-1	-4	4	3
Cc1ccc(C(=O)OCC(=O)NC2CCCCCC2)c(C)c1	-11	9	-4	1	0	-4	-2	-54	-16	13	7
COc1c2ccc(C(=O)NCCCCc3ccccc3)cc2nn1C	-6	-1	-5	3	0	-29	-12	1	-5	-12	8
N#CC1=C(N)OC2=C(C(=O)CCC2)C1c1cc2c(cc1Br)OCO2 (stereo not given)	-4	-20	-6	-3	13	6	8	-10	-6	36	-2
O=C(NCC1CCCO1)c1cc2ccccc2o1 (stereo not given)	-22	-8	-11	25	6	-55	-14	-14	-26	-13	6
Cc1nn(-c2nc3ccccc3n2Cc2ccccc2)c2c1C(=O)CC(C)(C)C2	1	12	7	3	-7	6	2	-10	-9	19	-7
Cc1c(NC(=O)COC(=O)COc2ccc(Nc3ccccc3)cc2)c(=O)n(-c2ccccc2)n1C	3	10	-6	2	-3	25	3	-7	-36	4	-2
CCC(Sc1ncccc1C(=O)OC(C)C)C(=O)N1CCOCC1 (stereo not given)	6	3	-4	0	3	-10	6	0	-16	15	1
